HEK cytotox: Cytotoxic Profiling in HEK 293 Cell Line of Diverse Libraries Using Quantitative High-Throughput Screening | AID 1345083, 2018 | 94,000 tested, 6.6% active | Potency, µM (doses to about 115 µM), inactives show at the top dose activity change, negative = cytotoxicity, most hits filed as inhibitors | HEK 293 viability, ATP luminescence (CellTiter-Glo), 48-72 h; further: potency means the concentration at half of the fitted maximal effect; nearly all actives have a fitted effect of over 60% in size
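Cytotoxicity was scored by loss of ATP-coupled luminescence (CellTiter-Glo) in HEK 293 cells. Compound treatment ran 48 or 72 hr at 37 degree Celsius, 5% CO2, 95% humidity.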
FLuc inh: Firefly luciferase inhibition profiling of diverse chemical library using quantitative high-throughput screening. Potency, µM (titrated, usually from 115 µM), inactives show at the top dose activity change, negative = inhibition, most hits filed as inhibitors. Luciferin 4-monooxygenase (Photinus pyralis), P08659. 76,000 tested, 2.5% active. purified P. pyralis luciferase, luminescence, biochemical; further: potency means the concentration at half of the fitted maximal effect; nearly all actives have a fitted effect of over 65% in size
Target sequence (P08659 whole entry, looked up): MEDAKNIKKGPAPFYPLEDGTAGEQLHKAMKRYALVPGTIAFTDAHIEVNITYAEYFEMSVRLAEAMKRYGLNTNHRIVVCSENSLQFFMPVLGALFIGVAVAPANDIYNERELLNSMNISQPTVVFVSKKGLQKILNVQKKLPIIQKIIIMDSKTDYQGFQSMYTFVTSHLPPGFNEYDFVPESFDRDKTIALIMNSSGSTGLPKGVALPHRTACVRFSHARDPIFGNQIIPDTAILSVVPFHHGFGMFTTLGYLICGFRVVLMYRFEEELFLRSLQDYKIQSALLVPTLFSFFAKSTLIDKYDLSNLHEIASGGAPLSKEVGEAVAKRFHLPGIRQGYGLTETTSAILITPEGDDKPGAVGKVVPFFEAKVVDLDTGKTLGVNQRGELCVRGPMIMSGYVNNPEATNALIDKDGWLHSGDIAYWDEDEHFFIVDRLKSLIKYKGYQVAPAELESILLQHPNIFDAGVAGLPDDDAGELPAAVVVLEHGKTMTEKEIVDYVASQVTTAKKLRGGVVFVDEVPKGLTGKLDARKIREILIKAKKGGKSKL
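Luminescence read by CCD imaging after purified firefly luciferase (10nM final) was added to substrate buffer holding 10uM D-luciferin and 10uM ATP, pH 7.5, pre-dosed with compound.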
SNCA expr inhib: Primary qHTS assay for inhibitors of alpha-synuclein gene (SNCA) expression | HEK-293 SNCA-luciferase knock-in, luminescence, 24 h | Potency, µM (titrated, usually from 57.2 µM), inactives show at the top dose activity change, negative = inhibition, hits mostly inhibitors | 140,000 tested, 0.17% active | AID 1671194, 2021;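 further: potency means the concentration at half of the fitted maximal effect; plate controls were DMSO cells for no effect and cell-free wells for full effect; nearly all actives have a fitted effect of over 45% in size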
GPT2 inh: Primary qHTS assay for inhibitors of Glutamate pyruvate transaminase 2 (GPT2). Alanine aminotransferase 2 (Homo sapiens), Q8TD30. 100,000 tested, 0.25% active. AID 1671188, 2021. Potency, µM (top dose mostly 57.7 µM), without a hit: top-dose activity change, negative = inhibition, actives largely listed as inhibitors. Recombinant GPT2, coupled pyruvate oxidase/HRP Amplex Red fluorescence; further: potency means the concentration at half of the fitted maximal effect; nearly all actives have a fitted effect of over 60% in size; many of its hits are not listed in these tables
Target sequence (Q8TD30 whole entry, looked up): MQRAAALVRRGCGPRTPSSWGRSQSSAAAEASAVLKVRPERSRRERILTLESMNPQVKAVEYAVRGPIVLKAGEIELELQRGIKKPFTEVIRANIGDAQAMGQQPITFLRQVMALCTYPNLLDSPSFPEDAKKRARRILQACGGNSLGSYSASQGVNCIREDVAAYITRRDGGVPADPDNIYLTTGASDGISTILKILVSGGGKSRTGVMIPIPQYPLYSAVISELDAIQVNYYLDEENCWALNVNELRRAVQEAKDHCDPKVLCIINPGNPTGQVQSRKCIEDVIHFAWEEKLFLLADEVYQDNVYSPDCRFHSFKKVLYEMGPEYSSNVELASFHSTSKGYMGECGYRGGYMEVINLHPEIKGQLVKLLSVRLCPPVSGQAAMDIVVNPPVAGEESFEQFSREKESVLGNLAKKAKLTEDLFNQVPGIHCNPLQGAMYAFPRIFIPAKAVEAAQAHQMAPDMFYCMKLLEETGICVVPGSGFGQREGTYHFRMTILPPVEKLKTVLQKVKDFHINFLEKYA
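Inhibition is scored from Amplex Red fluorescence generated when pyruvate oxidase and HRP act on pyruvate released by GPT2. Reactions contain 10ng/uL enzyme, 250uM a-KG and 2mM L-alanine and run 30 min at room temperature.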
SNCA viab count: GF-AFC viability counterscreen for inhibitors of alpha-synuclein gene (SNCA) expression | Potency, µM (top dose mostly 57.1 µM), without a hit: at the top dose activity change, negative = cytotoxicity, actives largely listed as cytotoxic | AID 1671193, 2021 | HEK-293-SNCA-luc viability, GF-AFC fluorescence, 24 h | 150,000 tested, 0.12% active;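 further: potency means the concentration at half of the fitted maximal effect; 0% = DMSO-treated cells and -100% = medium-only wells without cells; nearly all actives have a fitted effect of over 30% in size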
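HEK-293-SNCA-luc cells (1500/well) plated 24 h, then exposed 24 h to a dilution series; GF-AFC added 30 min at 37C, fluorescence 405/540 nm; normalised to medium-only and DMSO wells, Hill fit.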
IP6K1 inh: Primary qHTS assay for small molecule inhibitors of Inositol hexaphosphate kinase 1 (IP6K1). activity change, % (series mostly up to about 58 µM). IP6K1 kinase, ADP-Glo luminescence, 2 h; hits give low values. 140,000 tested, 0.81% active. AID 1645851, 2021. Inositol hexakisphosphate kinase 1 (Homo sapiens), Q92551; in the data active means activity change below about -25%
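ADP-Glo luminescence measures ADP made by human IP6K1 during a 2 h RT reaction with ATP/IP6 (mix at 1.3 mM/130 uM); top library doses 57.5 and 19.1 uM final.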
NIH3T3 tox: Cytotoxic Profiling in NIH 3T3 Cell Line of Diverse Libraries Using Quantitative High-Throughput Screening | NIH 3T3 viability, CellTiter-Glo ATP luminescence, 48-72 h | Potency, µM (series often up to 96.7 µM), for the others: at the top dose activity change, negative = cytotoxicity, hits mostly inhibitors | 94,000 tested, 4.3% active; further: potency means the concentration at half of the fitted maximal effect; nearly all actives have a fitted effect of over 55% in size
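Cells were seeded at 400 per well, treated with pin-transferred compound, and kept 48 or 72 hr at 37 °C before CellTiter-Glo addition and luminescence imaging of cellular ATP.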
* = called active by the depositor; i = inactive; ? = inconclusive; . = not tested or not shown; & = joins results of further samples; [ ] = dose if it differs, or a comment. Unless noted, the call rests on the fitted dose curve; in most records, active means well fitted curve in the direction sought with a large enough effect; inconclusive means small, poorly fitted or top-dose-only effect, or another doubt; inactive means no such curve, though single readings can be large; an effect the other way counts as inactive or inconclusive. Unless noted, on the % scale 0 is the no-effect control and ±100 the full control effect.

SMILES	IP6K1 inh	SNCA viab count	NIH3T3 tox	FLuc inh	SNCA expr inhib	HEK cytotox	GPT2 inh
Cc1ccc(C)c(NC(=O)Cn2c(-c3ccc(F)cc3)nc(C)cc2=O)c1	-8	-13%	0%	9%	?	4%	i
C=CCOc1cccc(-c2nnc(CCC(=O)NCc3ccccc3)c(=O)[nH]2)c1	21	17%	-25%	-11%	-3%	-5%	i
CCOc1ccccc1NC(=O)C1CCN(C(=O)c2ncn3c2COC(c2ccc(F)cc2)C3)CC1 (centres undefined)	6	-1%	i	?	12%	9%	-5%
Cn1nc(C2CCN(C(=O)c3ccccc3Cl)CC2)[nH]c1=O	14	8%[87.6 µM]	-13%[138 µM]	-1%[172 µM]	3%[87.6 µM]	-9%[172 µM]	-10%[88.5 µM]
CNC(=O)c1cc(C2CC2)nc2c1c(C1CCN(C(=O)c3cccc(OC)c3)C1)nn2C (centres undefined)	1	.	?	.	.	79µM*	.
Cn1cc(CNC(=O)C2CCN(c3nc(-c4ccccc4)nc4c3CCC4)CC2)cn1	2	-10%	i	1%	-7%	i	-7%
O=C(Cn1ncc2c(=O)oc3ccccc3c21)Nc1cc(F)ccc1F	-8	-27%	.	.	2%	.	.
COCC1CN(S(=O)(=O)c2ccc3c(c2)CCC3)CC12CCNCC2 (centres undefined)	6	-22%	-29%	-15%	-5%	?	i
COc1cccc(Cl)c1-c1nccc2c(=O)cc(-c3ccccn3)oc12	-14	?	-72%[138 µM]	0%[172 µM]	?	?	-3%[88.5 µM]
Cc1c(Cl)cccc1-n1ncc(C(=O)NCCN2CCN(C)CC2)c1C1CCN(C(=O)OC(C)(C)C)CC1	6	0%	.	.	-6%	.	.
Cc1ccc(S(=O)(=O)c2nc(-c3cccc(Br)c3)oc2N2CCCCCC2)cc1	-12	-4%	.	.	-7%	.	.
O=C1NCc2ccccc2CC12CCCN(Cc1ccc(O)cc1)C2 (centres undefined)	-2	-6%	-2%	.	6%	-6%	-9%
Cn1nc2n(c1=O)CCN(C(=O)CCCc1nc3ccccc3s1)CC2	7	1%	-10%	-3%	0%	-39%	i
Cc1cc(N2CCC(NC(=O)c3cccc(N(C)C)c3)C2=O)ccc1F (centres undefined)	-15	-7%	-13%	?	77%[activator]	-2%	i
COCC1CN(C2CCC2)CC12CCN(C(=O)COc1ccc(F)cc1)CC2 (centres undefined)	5	-20%	?	-7%	-10%	?	i
CN(C)c1ccc(CN2CCC3(CC2)C(=NC2CCCCC2)NC(=O)N3c2cccnc2)cc1	-7	4%	i	.	-18%	i	i
COc1ccc(-c2cccc(C(=O)NCCc3ccccc3)c2)nn1	19	.	?	.	.	-20%	.
CCCN(CC1CCOC1)S(=O)(=O)c1ccc(OC)c(Cl)c1 (centres undefined)	-6	-8%	-6%	1%	-5%	0%	i
COC(=O)c1ccc2nc(CO[C@H]3CN(Cc4ccc(Cl)cc4)C[C@H]3F)[nH]c2c1	5	-10%[87.6 µM]	89µM*	-15%[172 µM]	-26%[87.6 µM]	?	i
COc1ccccc1C(=O)Nc1ccc(C(O)[C@H]2COCC(=O)N2C)cc1 (some centres undefined)	-7	2%[87.6 µM]	-15%[138 µM]	-16%[172 µM]	-35%[87.6 µM]	-2%[172 µM]	0%[88.5 µM]
COCCCn1c(C)cnc1C1CCN(C(=O)Nc2ccccc2F)C1 (centres undefined)	1	7%	-15%	-20%	11%	-16%	i
COc1ccc(C(=O)N2CCCCCCN(C)C(=O)[C@@H]3CCC[C@@H]32)c(OC)n1	-12	8%	3%	7%	-4%	-13%	i
COCCCNc1nc(NCc2cccc(Cl)c2)c2cnn(C)c2n1	-32*	-15%	.	.	-29%	.	.
CC(C)CN1CCN(C(=O)C2CCCN(S(C)(=O)=O)CCC(=O)NCC2)CC1 (centres undefined)	-2	0%	5%	0%	?	-3%	?
COc1ccccc1-n1c(=O)c(C(=O)N2CCN(C(=O)c3ccc(C)cc3)CC2)nc2cccnc21	-4	2%	-3%	.	29%	i	i

(more compounds)
SMILES	IP6K1 inh	SNCA viab count	NIH3T3 tox	FLuc inh	SNCA expr inhib	HEK cytotox	GPT2 inh
CCCN(Cc1cccs1)C(=O)Nc1ccc(F)c(Cl)c1	-7	-1%	.	.	-8%	.	.
COC(=O)[C@@H]1Cc2c([nH]c3ccccc23)[C@H]2C[C@@H](NCCN3CCOCC3)C[C@@H](c3ccc(OC(F)(F)F)cc3)N21	-10	-26%	22µM*	-2%	-21%	25µM*	i
CCc1nc(C)sc1-c1nc2c([nH]1)CC(C)(C)CNC2=O	13	7%	-27%	-3%	11%	-1%	-20%
CCc1nn(CC(=O)Nc2ccc(NC(C)=O)cc2)c(=O)c2cc3sccc3n12	-9	5%	.	.	13%	.	.
Cc1nc(N2CCN(C(=O)c3cccc(Cl)c3)CC2)cc(C(F)(F)F)n1	0	-3%	?	10%	24%	?	i
O=C(Nc1cc(F)ccc1F)C1CCN(c2nc3ccccc3n3cccc23)CC1	3	5%	.	.	-5%	.	.
CC(NCc1cn(CCC(N)=O)c2ccccc12)c1ccccc1-n1cccn1 (centres undefined)	12	-6%	-20%	2%	?	-21%	2%
O=C1CC2CCCC(C1)N2C(=O)c1ccc(C(F)(F)F)cc1	17&6	3%&-1%[87.6 µM]	-27%&-20%[138 µM]	-5%&-6%[172 µM]	-15%&14%[87.6 µM]	-19%&-11%[172 µM]	i
COc1ccc(-c2cn3cc(C(=O)N4CCOCC4)nc3s2)cc1	9	-8%[87.6 µM]	?	.	-87%[87.6 µM]	63µM*	i
Cc1ccc(Cl)cc1-n1ncc2c(N3CCC(C)CC3)ncnc21	-9	-8%	.	.	15%	.	.
O=C(OCc1ccccc1)N1CCC2(CC1)C(=NC1CCCCC1)NC(=O)N2c1cccnc1	2	-11%	-3%	5%	0%	-28%	i
CC(C)c1c(C(=O)Nc2ccccc2)c(-c2ccccc2)c(-c2ccc(F)cc2)n1CC[C@H](O)C[C@@H](O)CC(=O)O	.	-1%	.	.	26%	.	4%
Cc1oc(-c2ccccc2Cl)nc1CSc1nc2ncccc2[nH]1	-3	11%	.	.	16%	.	.
Cc1noc([C@@H]2CC(F)(F)CN2S(=O)(=O)c2cn(C)cn2)n1	7	7%	i	-5%	16%	i	-13%
Cc1cccc(-c2nc(S(=O)(=O)c3ccc(F)cc3)c(N3CCN(c4ccccc4)CC3)o2)c1	20	-9%	.	.	32%[activator]	.	.
CCOc1ccc(-c2cc(C)n3nc(C(=O)Nc4ccc(C)c(C)c4)cc3n2)cc1	6	15%	.	.	20%	.	.
CCn1ccc(C(=O)N2CCC3(CC2)CC(N(C(=O)c2ccccc2)C2CC2)CCO3)n1 (centres undefined)	-15	-4%	0%	-3%	?	-8%	i
CNCCCC1c2ccccc2C=Cc2ccccc21	1	14%	.	.	8%	.	i
Cc1ncoc1C(=O)N1CCCn2ccnc2C1c1ccccc1 (centres undefined)	8	10%	-16%	-4%	16%	-17%	1%
O=C(NCc1ccccc1)C1CCCN(Cc2cccc(-c3ccsc3)c2)C1 (centres undefined)	-12	.	40µM*	.	.	?	.
COc1ccc(CN2C=C(C(=O)OCc3noc(-c4ccco4)n3)C(C)=NS2(=O)=O)cc1	-1	-15%	?	6%	?	?	i
COc1ccc(NC(=O)NCC2Cn3cccc3C(=O)N2C)cc1 (centres undefined)	-3	-3%	-18%	6%	-14%	?	4%
COc1ccc(OC)c(S(=O)(=O)NCCc2csc3nc(-c4ccccc4)nn23)c1	1	?	.	.	-7%	.	.
CCNCc1ccc(-c2ccc(F)cc2)o1	-11	6%	-5%	6%	39%[activator]	8%	3%
COC1CCCN(C(=O)c2cc(-c3cccc(N(C)C)c3)cc3ncn(C)c23)C1 (centres undefined)	-6	-6%[87.6 µM]	-17%[138 µM]	?	178%[activator][87.6 µM]	?	i

The list continues.
SMILES	IP6K1 inh	SNCA viab count	NIH3T3 tox	FLuc inh	SNCA expr inhib	HEK cytotox	GPT2 inh
Cc1ccc(-n2ncc3c(Nc4cccc(C)c4C)ncnc32)cc1	6	-17%	.	.	40%[activator]	.	.
CC(C)c1ccc(CNC(=O)c2cc3n(n2)CC(c2ccc(Cl)cc2)OC3)cc1 (centres undefined)	-11	7%	28µM*	-13%	?	32µM*	-4%
CC(C)c1ccc(Cn2ccc3c4c(N)nc(NC5CC5)nc4ccc32)cc1	.	?	.	.	?	.	-21%
CC(=O)NC[C@@H]1C=C(C)[C@H](CC(=O)NCc2cccnc2)C[C@H]1C(C)C	3	-6%[87.6 µM]	-3%[174 µM]	-7%[172 µM]	1%[87.6 µM]	-2%[172 µM]	2%[88.5 µM]
CN1CCN(C(=O)c2cnc(-c3ccccn3)nc2)[C@H]2CS(=O)(=O)C[C@H]21	-5	-3%	-10%	?	74%[activator]	?	-11%
CCOc1ccc(CNS(=O)(=O)c2ccc(-c3coc(C)n3)cc2)cc1	-5	21%	.	.	17%	.	.
COc1ccc(NC(=O)NC2COc3ccccc3C2)cc1Cl (centres undefined)	-7	0%	.	.	127%[activator]	.	.
Cc1ccc(C(=O)NCCc2ccc(Cl)cc2)cc1-n1c(C)nc2cccnc21	21	-10%	.	.	-23%	.	.
CC(C)NC(=O)C1CCN(C(=O)c2cnn(-c3ccccc3)c2-n2cccc2)CC1	-4	3%	.	.	-17%	.	.
CCOc1ccc(NC(=O)c2ccc(F)c(S(=O)(=O)NCc3ccc4c(c3)OCO4)c2)cc1	5	-6%	.	.	-22%	.	.

Four of the compounds above, with values under each structure:
The line under a structure holds: IP6K1 inh | SNCA viab count | NIH3T3 tox | FLuc inh | SNCA expr inhib | HEK cytotox | GPT2 inh
> Cc1ccc(C)c(NC(=O)Cn2c(-c3ccc(F)cc3)nc(C)cc2=O)c1
→ -8 | -13% | 0% | 9% | ? | 4% | i
> C=CCOc1cccc(-c2nnc(CCC(=O)NCc3ccccc3)c(=O)[nH]2)c1
→ 21 | 17% | -25% | -11% | -3% | -5% | i
> CCOc1ccccc1NC(=O)C1CCN(C(=O)c2ncn3c2COC(c2ccc(F)cc2)C3)CC1 (centres undefined)
→ 6 | -1% | i | ? | 12% | 9% | -5%
> Cn1nc(C2CCN(C(=O)c3ccccc3Cl)CC2)[nH]c1=O
→ 14 | 8%[87.6 µM] | -13%[138 µM] | -1%[172 µM] | 3%[87.6 µM] | -9%[172 µM] | -10%[88.5 µM]
